Tau fibril FP = inhibitors of human tau fibril formation. 0.39% of 280,000 active. K18 P301L tau heparin fibrillization, Alexa594 FP, 6 h. Potency, µM (series often up to 57.7 µM), inactives show top-dose activity, negative = inhibition, most hits filed as inhibitors. P10636. AID 1468; note: potency is the fitted concentration of half-maximal effect; % is set by controls: 0 for no effect and ±100 for the full control effect; nearly all actives have a fitted effect of over 55% in size
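Human K18 P301L fragment (15 uM unlabeled plus 0.24 uM Alexa 594-labeled) in 100 mM sodium acetate pH 7 with compound, aggregation induced by 20 uM heparin for 6 hr at 37 C. ThT (30 uM) added for 1 hr, then Alexa 594 FP read.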
Tau fluor counter = counter-screen for tau fibril formation inhibitors. tau K18 P301L (four-repeat tau fragment) Alexa594 fluorescence, heparin fibrillization. Potency, µM (doses to about 57.7 µM), inactives show at the top dose activity change, negative = decrease. 0.93% of 280,000 active. AID 1463; note: potency is the fitted concentration of half-maximal effect; % is set by controls: 0 for no effect and ±100 for the full control effect; nearly all actives have a fitted effect of over 55% in size
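Human K18 P301L tau (15 uM unlabeled plus 0.24 uM Alexa 594-labeled, final) in 100 mM sodium acetate pH 7 was mixed with compound and 20 uM heparin and incubated 6 hr at 37 C.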
TRb SRC2 PPI = TRbeta-SRC2 interaction inhibition. TRbeta-SRC2 peptide binding, fluorescence polarization; receptor liganded with 1 µM T3. Potency, µM (titrated, usually from 106 µM), for inactives: top-dose activity change, negative = inhibition, hits mostly inhibitors. 0.065% of 280,000 active;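 note: potency is the fitted concentration of half-maximal effect; plate controls were bound peptide for no effect and peptide without receptor for full effect; nearly all actives have a fitted effect of over 50% in size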
Target sequence (P10828 whole entry, looked up): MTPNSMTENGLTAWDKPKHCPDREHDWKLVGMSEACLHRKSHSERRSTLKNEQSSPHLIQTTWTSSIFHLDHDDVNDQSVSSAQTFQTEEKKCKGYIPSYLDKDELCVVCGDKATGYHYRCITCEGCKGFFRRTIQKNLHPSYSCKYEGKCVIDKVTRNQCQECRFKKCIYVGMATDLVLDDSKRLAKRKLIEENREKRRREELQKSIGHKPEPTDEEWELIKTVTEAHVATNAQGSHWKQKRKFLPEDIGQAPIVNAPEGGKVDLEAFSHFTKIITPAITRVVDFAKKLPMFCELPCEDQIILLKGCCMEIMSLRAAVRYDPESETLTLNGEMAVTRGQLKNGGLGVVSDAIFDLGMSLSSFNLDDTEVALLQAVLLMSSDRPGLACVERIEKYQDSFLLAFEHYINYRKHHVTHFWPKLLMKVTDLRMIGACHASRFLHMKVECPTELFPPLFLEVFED
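Each compound concentration gave % activity, normalized to unbound and bound Texas Red SRC2 controls, from polarization read after 5 hr ambient incubation with T3-loaded human TRb LBD.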
aGal spleen mod = inhibitors or activators of human alpha-galactosidase in spleen homogenate | human spleen homogenate, 4MU-alpha-Gal fluorescence, 40 min | 0.008% of 240,000 active | Potency, µM (highest dose often 80 µM), for inactives: at the top dose activity change, negative = inhibition, usual class: inhibitors | P06280;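 note: potency is the fitted concentration of half-maximal effect; 0% = enzyme with vehicle and -100% = no enzyme basal signal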
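qHTS titration in buffer at pH 5.0. Alpha-galactosidase activity in spleen homogenate was measured via 4-methylumbelliferone release from 1 mM fluorogenic substrate after 40 min at 37C and a pH 10 stop. AC50 came from Hill fits of control-normalized data.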
NPSR antagonist = antagonists of human neuropeptide S receptor cAMP signaling | Potency, µM (titrated, usually from 38.3 µM), without a hit: at the top dose activity change, negative = inhibition, usual class: inhibitors | Q6W5P4 | 1% of 220,000 active | AID 1461 | CHO-NPSR cells, cAMP TR-FRET, antagonist mode; note: potency is the fitted concentration of half-maximal effect; % is set by controls: 0 for no effect and ±100 for the full control effect; nearly all actives have a fitted effect of over 50% in size; many of its hits are not listed in these tables
CBFb RUNX1 block = CBF-beta/RUNX1 interaction disruption; AlphaScreen CBFb-His/RUNX1-biotin binding, biochemical; 230,000 tested, under 10 active; Potency, µM (highest dose often 59.8 µM), for inactives: at the top dose activity, negative = inhibition, usual class: inhibitors; AID 1477; Q01196+Q13951; note: % of control where 0% means no effect
Target sequence (Q01196 whole entry, looked up): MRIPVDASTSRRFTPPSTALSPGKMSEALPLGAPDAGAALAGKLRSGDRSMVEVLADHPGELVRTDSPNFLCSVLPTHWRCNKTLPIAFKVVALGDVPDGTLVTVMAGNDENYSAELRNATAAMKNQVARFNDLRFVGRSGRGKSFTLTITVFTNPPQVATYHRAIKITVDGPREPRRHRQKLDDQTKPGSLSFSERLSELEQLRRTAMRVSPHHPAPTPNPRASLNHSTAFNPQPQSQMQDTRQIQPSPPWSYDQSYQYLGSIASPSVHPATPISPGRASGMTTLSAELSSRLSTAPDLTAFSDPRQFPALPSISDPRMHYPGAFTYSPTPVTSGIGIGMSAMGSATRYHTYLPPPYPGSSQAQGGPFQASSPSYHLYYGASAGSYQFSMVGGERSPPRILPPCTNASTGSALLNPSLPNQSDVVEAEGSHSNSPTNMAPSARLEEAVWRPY
Target sequence (Q13951 whole entry, looked up): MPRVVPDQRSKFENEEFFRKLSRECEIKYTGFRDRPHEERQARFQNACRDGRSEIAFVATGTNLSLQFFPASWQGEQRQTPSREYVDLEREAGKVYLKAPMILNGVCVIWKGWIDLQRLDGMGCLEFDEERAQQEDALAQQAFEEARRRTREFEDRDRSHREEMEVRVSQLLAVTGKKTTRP
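AlphaScreen binding: CBFb-His and RUNX1-biotin (30 nM each) preincubated 20 min, compound added for 15 min, then nickel and streptavidin beads for 90 min, all at room temperature. Disruption of the interaction by any mechanism counts as activity.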
Epigenetic derep = regulators of epigenetic silencing causing reporter derepression in mouse cells; murine LDR cells, GFP reporter derepression, 30 h; Potency, µM (top dose mostly 53.9 µM), for inactives: at the top dose GFP activation, most hits filed as activators; 0.2% of 280,000 active; note: potency is the fitted concentration of half-maximal effect; % of control where 0% means no effect; nearly all actives have a fitted effect of over 60% in size
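GFP-positive cell count by laser-scanning cytometry (objects 20–120 um) after 30 h, 37 C compound exposure of murine LDR cells; reporter is CMV-GFP integrated at a silenced locus, inducible by HDAC or DNMT inhibitors.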
TexasRed fluor = alters Texas Red total fluorescence, flagging assay interference | AID 1479 | Potency, µM (doses to about 106 µM), without a hit: at the top dose fluorescence change, negative = quenching | 0.29% of 280,000 active | TRb/SRC2 Texas Red total fluorescence interference; active = well fitted curve in either direction with a large enough effect; inconclusive = small, poorly fitted or top-dose-only effect; note: potency is the fitted concentration of half-maximal effect; % is set by controls: 0 for no effect and ±100 for the full control effect
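Human TRb ligand-binding domain at 0.6 uM with 20 nM Texas Red SRC2 peptide in Tris buffer containing 1 uM T3 and 5% DMSO, incubated with compound 5 h at ambient temperature. Total fluorescence (555/632 nm) calculated as parallel + 2 × perpendicular.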
An asterisk follows results filed as active; u = inconclusive; x = not tested or not shown; [ ] = dose if it differs, or a comment. Unless noted, calls come from the whole dose curve; as a rule, active = well fitted curve in the direction sought with a large enough effect; inconclusive = small, poorly fitted or top-dose-only effect, or another doubt; inactive = no such curve, though single readings can be large; an effect the other way counts as inactive or inconclusive. Not all compounds are listed; the hit share may differ from the screen's.

SMILES | Tau fibril FP | Tau fluor counter | TRb SRC2 PPI | aGal spleen mod | NPSR antagonist | CBFb RUNX1 block | Epigenetic derep | TexasRed fluor
CCc1ccc(NC(=O)C2CCCN(S(C)(=O)=O)C2)cc1 (stereo not given) | 2% | 1% | 3% | -2% | 6% | 1% | -1.6% | -2%
CNc1cc(N2CCN(S(=O)(=O)N(C)C)CC2)ccc1[N+](=O)[O-] | -2% | -2% | 2% | -3% | -12% | 0% | -0.4% | -4%
C/C(=N\NC(N)=S)C12CC3CC(CC(C3)C1)C2 | -2% | -5% | -4% | -1% | -13%[46.1 µM] | -6% | 0.0% | -2%
COc1ccc(N2C(=O)C3C(c4ccc(C(=O)O)cc4)NC(Cc4ccccc4)(C(=O)O)C3C2=O)c([N+](=O)[O-])c1 (stereo not given) | -8% | -4% | 1% | 8% | 14% | -2% | 4.6% | 4%
COc1ccc(NC(=O)c2ccc(NCC3CCCO3)c([N+](=O)[O-])c2)cc1 (stereo not given) | 6% | -22% | -1% | 3% | -14% | 1% | 6.7% | -2%
c1coc(CN=C2NC(=NCc3ccco3)c3ccccc32)c1 | 3% | -17% | -5% | -5% | u | -8% | -0.8% | 2%
Fc1ccc(-n2ncc3c(Nc4ccc(Oc5ccc(Cl)cc5)cc4)ncnc32)cc1 | u | u | 8% | x | x | x | -1.0% | 0%
CCOC(=O)N1CCC(Nc2c(NCCCN(C)Cc3ccccc3)c(=O)c2=O)CC1 | -1% | -6% | -6% | -11% | 0%[46.1 µM] | -3% | -1.0% | -1%
O=C(Nc1ccc(Cl)cc1Cl)NC1CCN(S(=O)(=O)c2ccc(F)cc2)CC1 | 25µM* | u | 1% | -4% | u | 19% | 7.4% | 0%
COc1ccccc1-c1cc(C(F)(F)F)nc(S(=O)(=O)CCCC(=O)Nc2ccccc2F)n1 | 0% | -10% | -5% | x | x | x | -3.2% | -2%
CC(=O)Nc1ccccc1NC(=O)c1cc(C)cc(C)c1 | 12% | 5% | -4% | -4% | 2% | -2% | -0.7%[10.1 µM] | 0%
COc1cc(NC(=O)COC(=O)Cc2ccc(-c3ccccc3)cc2)cc(OC)c1 | 3% | 9% | 2% | 7% | -2% | -1% | -0.9% | -1%

Shown tab-delimited: 8 of the compounds above
compound	Tau fibril FP	Tau fluor counter	TRb SRC2 PPI	aGal spleen mod	NPSR antagonist	CBFb RUNX1 block	Epigenetic derep	TexasRed fluor
CNc1cc(N2CCN(S(=O)(=O)N(C)C)CC2)ccc1[N+](=O)[O-]	-2%	-2%	2%	-3%	-12%	0%	-0.4%	-4%
C/C(=N\NC(N)=S)C12CC3CC(CC(C3)C1)C2	-2%	-5%	-4%	-1%	-13%[46.1 µM]	-6%	0.0%	-2%
COc1ccc(N2C(=O)C3C(c4ccc(C(=O)O)cc4)NC(Cc4ccccc4)(C(=O)O)C3C2=O)c([N+](=O)[O-])c1 (stereo not given)	-8%	-4%	1%	8%	14%	-2%	4.6%	4%
COc1ccc(NC(=O)c2ccc(NCC3CCCO3)c([N+](=O)[O-])c2)cc1 (stereo not given)	6%	-22%	-1%	3%	-14%	1%	6.7%	-2%
c1coc(CN=C2NC(=NCc3ccco3)c3ccccc32)c1	3%	-17%	-5%	-5%	u	-8%	-0.8%	2%
Fc1ccc(-n2ncc3c(Nc4ccc(Oc5ccc(Cl)cc5)cc4)ncnc32)cc1	u	u	8%	x	x	x	-1.0%	0%
CCOC(=O)N1CCC(Nc2c(NCCCN(C)Cc3ccccc3)c(=O)c2=O)CC1	-1%	-6%	-6%	-11%	0%[46.1 µM]	-3%	-1.0%	-1%
O=C(Nc1ccc(Cl)cc1Cl)NC1CCN(S(=O)(=O)c2ccc(F)cc2)CC1	25µM*	u	1%	-4%	u	19%	7.4%	0%

The list goes on:
SMILES | Tau fibril FP | Tau fluor counter | TRb SRC2 PPI | aGal spleen mod | NPSR antagonist | CBFb RUNX1 block | Epigenetic derep | TexasRed fluor
Cc1ccc(OCCNS(=O)(=O)c2cccs2)cc1 | -8% | -10% | 0% | 3% | -11%[46.1 µM] | 2% | -0.3% | 0%
Cn1c(=O)c2sccc2n2c(CCCC(=O)Nc3ccc(Oc4ccccc4)cc3)nnc12 | 3% | -25% | 2% | x | x | x | 2.8% | -2%
Cc1c(-c2cccc(NC(=O)c3ccco3)c2)nc2ncccn12 | -10% | -4% | 1% | u | 1% | 3% | 0.0% | -1%
CC(C)Cn1c(/C=C/c2ccc(F)cc2)nc2ccccc21 | 10% | -24% | 5% | x | x | x | -1.1% | -8%
COC(=O)c1ccc(C(=O)OC)c(NC(=S)N2CCN(c3cc(Cl)ccc3C)CC2)c1 | 1% | -15% | 1% | -2% | -21% | 3% | 0.0% | 8%
COc1ccc(N2CC(NC(=O)CCCc3ccccc3)CC2=O)cc1 (stereo not given) | -11% | -6% | -4% | x | x | x | -2.8% | -1%
COc1ccc(-n2c(Cc3cccn3C)nnc2SCC(=O)Nc2nccs2)cc1 | -8% | -8% | 0% | 0% | 2% | -21% | -1.0% | -1%
O=C(CC12CC3CC(CC(Br)(C3)C1)C2)NC1=NCCS1 | -2% | 1% | 1% | 0% | -1% | -4% | 1.6% | 0%
CN1CCN(C(=O)CCN2C(=O)c3ccccc3C2=O)CC1 | -5% | -12% | -1% | -9% | -13% | -4% | 4.3% | 0%
Cc1c(Br)c([N+](=O)[O-])nn1C(C)C(=O)N1CCCc2ccccc21 (stereo not given) | -5% | -3% | 2% | u | -14%[46.1 µM] | 8% | -1.2% | -5%
O=C(CSCc1ccc(Cl)cc1Cl)Nc1nccs1 | -2% | -12% | -2% | 1% | -3% | -2% | 0.0% | 0%
Cc1ccc(C(=O)NC2CCCCNC2=O)cc1C (stereo not given) | 6% | -5% | -5% | 0% | -5% | 0% | 0.9% | -1%
COc1ccc(CNC(=O)Cn2ncc3c(=O)oc4ccccc4c32)c(OC)c1 | -9% | -6% | -5% | x | x | x | 7.3% | 0%
CCN(CC)c1ccc(N=Cc2c(C)[nH]c3ccccc23)cc1 | u | u | u | -2% | -39% | 0% | 0.0% | u
Cc1ccccc1C(=O)N(Cc1ccc(N(C)C)cc1)Cc1ccco1 | 11% | -21% | -5% | x | x | x | -1.9% | -5%
O=C(O)C1Nc2c(C(=O)N3CCOCC3)cccc2C2C=CCC12 (stereo not given) | u | u | -6% | -5% | -6%[46.1 µM] | -18% | -1.0% | 20%
COc1ccccc1C(=O)Nn1c(-c2cccs2)nc2ccccc2c1=O | 10% | 6% | -2% | 5% | 8% | -18% | -0.9% | 1%
O=C(CN1CCCCC1)N1CCCc2c1c(=O)oc1ccc(OCc3ccccc3)cc21 | 4% | 3% | -16% | 2% | -9% | -3% | 0.0% | -2%
COc1ccc(C2(C(=O)NCCN3CCOCC3)CCOCC2)cc1 | 0% | 7% | -3% | 8% | -1%[46.1 µM] | 4% | -2.1% | -6%
COc1ccccc1Nc1nc(N)nc(CN2CCCCC2)n1 | 6% | -6% | 1% | 13% | 12% | 1% | -1.1% | -4%
O=C(NC1CCCCC1)C(c1ccco1)N(C(=O)c1csnn1)C1CCCC1 (stereo not given) | 4% | 7% | 0% | -9% | -7%[46.1 µM] | -7% | -1.0% | 0%
Nc1nncn1C(=O)CCc1ccccc1 | 0% | 0% | 0% | -5% | -6%[46.1 µM] | 4% | 0.9% | -10%
COc1cccc(CNC(=O)NCc2noc3ccc(C)cc23)c1 | 2% | -13% | 3% | x | x | x | 2.7% | -2%
CC(C)[C@@H]1NC(=O)c2cc([N+](=O)[O-])cc(I)c2NCC[C@@H](C(N)=O)NC(=O)[C@H](CO)NC1=O | -1% | -6% | 8% | 2% | 9% | -2%[2.36 µM] | 0.3% | -2%
O=C(Nc1ccccc1NS(=O)(=O)c1ccc(F)cc1)C1CCCC1 | -3% | -11% | 3% | -4% | -14% | 24% | 0.0% | 1%
Cc1ccc(O)c(C(=O)c2cnc3c(c2)c(C)nn3-c2ccccc2)c1 | -13% | -16% | 6% | 7% | -16% | -8% | -0.9% | 1%
O=C(c1cn(-c2ccccc2)nc1-c1ccc(F)cc1)N1CCOCC1 | -13% | 16% | -14% | 19% | -29%[7.67 µM] | 5% | 2.4% | 3%
COc1ccc2c(c1)SCC(=O)N2C | 2% | -12% | -9% | 13% | 16% | -5% | -1.0% | -3%
CC12CC3(C)CC(C)(C1)CC(C(=O)NC(=S)N1CCCC1)(C2)C3 | 1% | -11% | -5% | -20% | -17% | -4% | 1.2% | -3%
Cc1cc(C)c(Cn2c(=O)n(-c3ccccc3Cl)c(=O)c3c(C)c(C(=O)N(C)C)sc32)c(C)c1 | -4% | 3% | 4% | x | x | x | 6.5% | -5%
O=C(Nc1ccc2nc(SCC(=O)N3CCOCC3)sc2c1)c1cccc(F)c1 | -17% | -29% | -1% | x | x | x | -3.2% | 7%
CCCCC/C=C\C\C=C/C=C/C=C/[C@@H](O)[C@@H](O)CCCC(=O)O | -2% | -5% | -2% | 15% | x | 7% | -1.1% | -1%
Cn1c(=O)c2c(nc(SCc3cccnc3)n2Cc2ccccc2)n(C)c1=O | -3% | -9% | 4% | -7% | -14%[46.1 µM] | -4% | -0.3% | -1%
CCN(CC)S(=O)(=O)c1ccc(C(=O)OCC(=O)c2ccc3c(c2)NC(=O)CO3)cc1 | -2% | -3% | -1% | -2% | 4%[46.1 µM] | -3% | 6.3% | 0%
[O-][n+]1c2ccc3nonc3c2nn1-c1ccccc1Cl | -2% | -4% | 1% | 0% | -14%[46.1 µM] | 6% | 0.0% | -1%

Three structures out of the list, ordered by formula weight, highest first:
SMILES | Tau fibril FP | Tau fluor counter | TRb SRC2 PPI | aGal spleen mod | NPSR antagonist | CBFb RUNX1 block | Epigenetic derep | TexasRed fluor
Cc1cc(C)c(Cn2c(=O)n(-c3ccccc3Cl)c(=O)c3c(C)c(C(=O)N(C)C)sc32)c(C)c1 | -4% | 3% | 4% | x | x | x | 6.5% | -5%
CCN(CC)S(=O)(=O)c1ccc(C(=O)OCC(=O)c2ccc3c(c2)NC(=O)CO3)cc1 | -2% | -3% | -1% | -2% | 4%[46.1 µM] | -3% | 6.3% | 0%
O=C(c1cn(-c2ccccc2)nc1-c1ccc(F)cc1)N1CCOCC1 | -13% | 16% | -14% | 19% | -29%[7.67 µM] | 5% | 2.4% | 3%

Screens as filed in PubChem BioAssay.
